mABHD4 FP: ABHD4 inhibitors, primary screen, biochemical, fluorescence polarization, mouse; actives 0.54% (n = 370,000); purified mABHD4, FP-Rh probe fluorescence polarization; inhibition, % at 8.92 µM; (Lyso)-N-acylphosphatidylethanolamine lipase (Mus musculus), Q8VD66;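 active = inhibition exceeding the mean over every tested compound plus 3 SD, cut at about 30% in these data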;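 note: 0% = plate median of compound wells and 100% = S159A mutant with DMSO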
Target sequence (Q8VD66 whole entry, looked up): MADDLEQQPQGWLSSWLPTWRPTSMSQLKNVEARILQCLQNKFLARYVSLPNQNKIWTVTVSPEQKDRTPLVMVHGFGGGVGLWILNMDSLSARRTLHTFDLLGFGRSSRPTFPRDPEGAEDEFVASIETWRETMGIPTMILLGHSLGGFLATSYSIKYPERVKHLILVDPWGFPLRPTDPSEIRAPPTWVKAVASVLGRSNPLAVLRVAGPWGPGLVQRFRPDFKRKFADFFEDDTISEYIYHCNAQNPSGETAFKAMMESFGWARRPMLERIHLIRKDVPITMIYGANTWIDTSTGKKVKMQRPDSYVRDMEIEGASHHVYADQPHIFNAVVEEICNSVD
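Test system: mABHD4 protein; Read-out basis: % inhibition; Incubation: 45 min + 60 min at 25 °C; Repeats: single replicate; Technique: fluorescence polarization with parallel and perpendicular emission, 525/598 nm; Compound: 8.92 µM, single dose; Benchmarks: full inhibition S159A mutant plus DMSO, zero as sample-well median.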
TCR CD3 inh: inhibitors of human TCR-CD3 interaction, primary screen, biochemical, fluorescence, TAMRA-labeled TCR probe | actives 0.37% (n = 360,000) | AID 651800, 2012 | T-cell receptor (TCR) | inhibition, % at 9.4 µM; in the data active = inhibition above about 19%;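 note: recombinant mutant TCR 2C K166C tagged with TAMRA read by polarization; 0% = receptor in buffer alone and 100% = receptor with positive control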
LEDGF integ inh: blockers of LEDGF/p75-dependent integrase strand transfer – biochemical, TR-FRET, high throughput, primary screen; HIV-1 integrase (with human LEDGF/p75); TR-FRET IN-LEDGF/p75 DNA integration, Eu/Cy5; inhibition, % at 3.7 µM; actives 0.64% (n = 370,000); AID 743269, 2014;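 active = inhibition above the screen-wide mean plus 3 SD, cut at about 13% in these data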;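 note: signal is the Cy5 over europium emission ratio at 671 and 618 nm; 0% = plate median of compound wells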
PG9 binder: binders of HIV-1 gp120 antibody PG9, primary screen, biochemical, TR-FRET; HIV-1 gp120 / PG9 antibody interaction; TR-FRET gp120-PG9 antibody binding; inhibition, % at 6.7 µM; actives 0.43% (n = 360,000); in the data active = inhibition above about 8.5%
HTRA1 inh: HTRA1 serine protease inhibitors, primary screen, biochemical, fluorescence polarization, HTS | recombinant HTRA1, FP-rhodamine activity-based probe | inhibition, % at 5.96 µM | actives 0.5% (n = 340,000); in the data active = inhibition above about 36%;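 note: 0% = enzyme with DMSO and 100% = wells lacking enzyme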
DDE Tn7 FP inh: inhibitors of Tn7 peptide binding to fibrin DD(E), primary screen, biochemical, fluorescence polarization, human fibrin, Tn7 probe | Fibrinogen beta chain (Homo sapiens), P02675 | FP displacement of FITC-Tn7 peptide from fibrin DD(E); 0% = median of compound wells per plate | inhibition, % at 8.3 µM | actives 0.13% (n = 370,000);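 active = inhibition above the mean of compounds falling within the control limits plus 3 SD of them, cut at about 14% in these data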;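 note: 0% = plate median of compound wells and 100% = 10 µM Aha-Tn7 peptide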
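Test system – human fibrin DD(E) · Times – 10 min preincubation, 3 h with tracer, room temperature · Detection – fluorescence polarization of the labelled Tn7 tracer · Measure – percent inhibition normalized to high-control wells · Benchmarks – high control wells with 10 µM unlabelled Aha-Tn7 peptide (full inhibition) · Repeats – singlicate testing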
TDP2 absorb: human TDP2 enzyme inhibitors, primary screen, biochemical, epi absorbance, recombinant enzyme; AID 720702, 2013; actives 0.34% (n = 370,000); inhibition, % at 12.8 µM; T5PNP hydrolysis, p-nitrophenol absorbance 415 nm;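 active = inhibition above the mean of all tested compounds plus 3 SD, set per campaign, cut at about 25% in these data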;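 note: 0% = DMSO with enzyme and 100% = buffer with substrate but no TDP2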
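System – recombinant human TDP2 · Amount – 120 nM TDP2 per well · Buffer or medium – Mg2+-containing Tris-HCl buffer, pH 7.5 · Reagent – T5PNP substrate, 5 mM · Dosing – 12.8 µM single point, 1% DMSO · Incubation – 2 h at 37 °C · Measured by – epi absorbance · Read-out basis – percent inhibition · Benchmarks – high control without enzyme, low control DMSO plus TDP2 · Repeats – singlicate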
PRMT1 FP inh: PRMT1 methyltransferase inhibitors, primary screen, biochemical, fluorescence polarization | Protein arginine N-methyltransferase 1 (Homo sapiens), Q99873 | actives 1.3% (n = 370,000) | recombinant PRMT1, activity-based probe fluorescence polarization | inhibition, % at 2.79 µM;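 active = inhibition above about 21% made by adding two undisclosed values, limit read from the data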
UHRF1 binding: UHRF1 methylated DNA binding inhibitors, primary screen, counter-screen for MBD2 inhibitor project, biochemical, TR-FRET, human UHRF1, single concentration; AID 687016, 2013; inhibition, % at 4.4 µM; actives 0.75% (n = 370,000); UHRF1 binding to methylated oligo; E3 ubiquitin-protein ligase UHRF1 (Homo sapiens), Q96T88; in the data active = inhibition above about 21%;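 note: UHRF1 SRA domain binding a hemimethylated CpG hairpin DNA probe; 0% = median of test compound wells and 100% = reference inhibitor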
Target sequence (Q96T88 whole entry, looked up, the tested form may be a part): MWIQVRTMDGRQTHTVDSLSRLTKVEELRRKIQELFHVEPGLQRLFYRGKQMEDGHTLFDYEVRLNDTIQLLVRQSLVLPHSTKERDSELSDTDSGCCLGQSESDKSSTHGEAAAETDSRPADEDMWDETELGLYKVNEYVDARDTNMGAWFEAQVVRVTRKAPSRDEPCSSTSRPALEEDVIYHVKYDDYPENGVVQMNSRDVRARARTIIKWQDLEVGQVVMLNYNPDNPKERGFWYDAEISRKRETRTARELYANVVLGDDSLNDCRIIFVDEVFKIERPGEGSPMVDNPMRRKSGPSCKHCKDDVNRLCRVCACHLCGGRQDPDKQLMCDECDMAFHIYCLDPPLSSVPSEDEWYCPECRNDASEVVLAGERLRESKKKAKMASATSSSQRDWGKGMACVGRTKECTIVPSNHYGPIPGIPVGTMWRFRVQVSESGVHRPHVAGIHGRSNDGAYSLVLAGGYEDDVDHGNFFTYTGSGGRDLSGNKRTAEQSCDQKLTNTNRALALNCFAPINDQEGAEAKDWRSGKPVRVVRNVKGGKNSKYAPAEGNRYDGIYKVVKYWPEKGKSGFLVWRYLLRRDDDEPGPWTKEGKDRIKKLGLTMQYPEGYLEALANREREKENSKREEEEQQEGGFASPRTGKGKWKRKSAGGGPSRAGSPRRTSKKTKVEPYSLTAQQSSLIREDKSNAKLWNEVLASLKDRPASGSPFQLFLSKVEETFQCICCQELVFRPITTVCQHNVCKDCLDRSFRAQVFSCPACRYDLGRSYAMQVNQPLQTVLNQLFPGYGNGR
SIAE primary: human SIAE inhibitors, primary screen, biochemical, fluorescence polarization, FP-Rh probe, 1536-well HTS. Sialate O-acetylesterase (Homo sapiens), Q9HAT2. SIAE FP-Rh probe binding. inhibition, % at 9.66 µM. actives 0.69% (n = 370,000). AID 1053197, 2014;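 active = inhibition above a cutoff: mean of compounds within the control limits plus 3 SD of those, cut at about 17% in these data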;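 note: 0% = plate median of compound wells and 100% = probe without SIAE protein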
* hit, by the source's call; / = no result given.

SMILES	mABHD4 FP	TCR CD3 inh	LEDGF integ inh	PG9 binder	HTRA1 inh	DDE Tn7 FP inh	TDP2 absorb	PRMT1 FP inh	UHRF1 binding	SIAE primary
CCc1nc2c(OCc3cc(Cl)cc(Cl)c3)cccn2c1N(C)C(=O)CC(C)C	-2.8	1.6	0.2	1.4	/	1.3	-6.7	-0.3	-2.0	7.1
CCOC(=O)C/C(=N\Nc1ncnc2ccccc12)c1ccccc1	8.2	-1.9	-0.4	-1.6	-1.0	2.2	-13.8	-2.1	-3.0	-0.9
CCN1CCN(c2nc3c(C)cccn3c(=O)c2/C=C(\C#N)S(=O)(=O)c2ccc(Cl)cc2)CC1	2.0	-6.7	4.1	0.2	-13.9	-6.2	8.2	5.1	-3.5	-5.1
COc1ccc(-c2cc(C(F)(F)F)nc(SCCC(=O)N3CCN(C)CC3)n2)cc1	0.9	-0.2	-2.6	2.5	0.1	-1.3	1.4	2.6	0.3	4.8
CCN(CC)CCCNC(=O)c1[nH]c(C)c(C(=O)NC2CCCCC2)c1C	7.9	7.6	0.0	-0.1	-2.6	-4.9	13.2	-0.5	-2.6	9.4
Cc1ccc(C(=O)c2c3ccc([N+](=O)[O-])cc3[n+]([O-])n2CCC(N)=O)cc1	13.0	5.7	1.8	-2.7	0.5	-5.0	-8.0	2.8	-6.1	-5.2
O=[N+]([O-])c1ccc(S(=O)(=O)NCCN2CCOCC2)cc1	0.2	0.8	1.3	-2.0	-7.4	-0.7	2.1	-1.7	-0.5	0.7
C#CCOCCOCCOCCNc1nc(N2CCN(C(=O)[C@H](CCCCN)n3cc(CCC(=O)O)nn3)CC2)nc(N2CCN(C(=O)[C@H](CCCCN)n3cc(CC(C)O)nn3)CC2)n1 (some centres not stated)	4.3	1.9	1.2	-1.4	3.7	-8.3	4.5	0.3	6.1	-1.4
CC(N=C1NS(=O)(=O)c2ccccc21)C(=O)NCc1ccc2c(c1)OCO2 (configuration not stated)	-1.3	2.7	-1.0	-1.5	3.5	-9.8	-2.5	-1.9	0.8	-5.3
CC(C)(C)c1ccc2c(c1)OC(C(=O)N/N=C/c1ccc([N+](=O)[O-])o1)CO2 (configuration not stated)	2.6	-3.1	-8.1	-0.8	/	3.4	-0.1	-0.1	-0.7	-0.5
Cc1ccc(NC(=O)CSc2nnc(/N=C/N(C)C)s2)cc1	2.5	-0.1	-0.2	0.6	-0.1	0.5	7.8	-2.4	-2.0	-7.0
O=C(CN(C(=O)C1CSC(=O)C1)c1ccc(F)cc1)NCc1ccc2c(c1)OCO2 (configuration not stated)	0.8	-7.8	2.2	-1.4	2.8	-2.0	-20.6	-2.9	-0.3	0.5
COc1ccccc1C(CC(=O)c1ccccc1)C(=O)c1ccccc1 (configuration not stated)	-18.1	-0.8	3.1	-0.8	/	3.3	-5.8	7.9	5.3	-7.8
COc1cccc(C2CC(c3ccccc3)Nc3ncnn32)c1 (configuration not stated)	2.0	9.0	-2.3	0.7	-0.8	2.7	-8.2	-1.8	0.9	6.5
CSCC[C@H](NC(=O)C(C)Oc1ccc(Cl)cc1)c1nc2ccccc2[nH]1 (some centres not stated)	-10.5	6.4	0.7	-1.6	1.5	-0.9	1.2	-3.0	-1.6	0.1
COc1ccc(Cl)cc1NC(=O)c1cc(-c2ccc(C)cc2O)n[nH]1	-2.7	-7.3	0.4	1.6	7.1	0.5	-3.8	5.8	2.9	-3.3
COC(=O)c1ccc2c(=O)n(CC3CCCO3)c(SCC(=O)NCCc3ccc(S(N)(=O)=O)cc3)nc2c1 (configuration not stated)	-11.5	-2.1	9.2	-4.0	11.0	-0.7	-7.6	-3.9	1.6	-7.0
Cc1cc(NC(=O)CSc2nc3c(cc2C#N)CCC3)no1	-0.8	-2.9	3.4	-2.2	-3.0	-3.9	2.8	-1.1	1.7	1.6
CCS(=O)(=O)c1ncc(Cl)c(C(=O)Nc2ccc(S(=O)(=O)N3CCCC(C)C3)cc2)n1 (configuration not stated)	2.8	0.8	0.4	0.1	-13.5	0.9	8.4	4.5	-0.1	-6.5
Cc1ccc(CNC(=O)C2CCN(S(=O)(=O)c3cccc4nonc34)CC2)cc1	3.0	1.7	-1.6	-0.5	2.3	-3.0	8.3	5.2	0.1	-10.7
CCOC(=O)Nc1cccc(Nc2ccccc2)c1	-3.9	1.9	-3.7	-1.5	1.6	0.9	7.7	-1.0	-1.0	0.9
Cc1ccc(-c2csc3nnc(SCc4csc(C)n4)n23)cc1	1.9	3.5	-2.0	-3.5	-7.0	-9.8	5.4	-1.7	-1.4	-1.0
Cc1cc(SCC(=O)OCC(=O)NC(C)c2ccccc2)c(C)cc1Br (configuration not stated)	0.7	9.4	-1.1	-2.8	3.6	-6.2	-5.6	2.0	-0.1	4.9
CCc1c(C)nc2ncnn2c1N1CCN(S(=O)(=O)c2ccc(OC)cc2)CC1	-0.8	4.7	3.4	-2.1	4.3	-5.2	-4.8	2.5	1.3	0.0
COc1ccc(/C=C(/NC(=O)c2ccc(C)cc2)C(=O)N2CCCC2)cc1OC	-0.1	-4.8	1.4	-2.8	8.2	-4.0	7.2	-5.3	0.7	-5.7
Cc1ccccc1CN1CCC(n2nccc2NC(=O)CCCc2ccccc2)CC1	1.0	6.9	-0.5	-0.8	-4.7	-1.4	-8.2	-0.9	0.6	-2.5
CC(C)c1ccc(NC(=O)c2ccc3snnc3c2)cc1	-4.4	4.5	2.0	-1.5	-9.8	2.6	5.9	1.8	-0.5	-5.2
CCn1cnc2c(NCCc3cccnc3)nc(C#N)nc21	3.4	8.3	-1.2	0.0	-2.0	12.9	5.5	-3.5	-1.6	-4.0
CN(CCOc1ccccc1)CC(=O)Nc1ccc(Cl)c(S(=O)(=O)N(C)C)c1	7.3	3.0	-1.7	0.9	-2.5	-0.6	-6.9	1.9	-0.6	-3.1
CC(c1nccs1)N(C)C(=O)CCc1nnc(Cc2c[nH]c3ccccc23)o1 (configuration not stated)	3.0	-1.5	-4.6	1.3	-21.6	0.7	-3.2	1.1	3.5	-1.7
Cc1ccc(CN2CC(C(=O)Nc3cccc(S(=O)(=O)N4CCCCC4)c3)CC2=O)cc1 (configuration not stated)	2.0	5.8	0.7	-1.5	-11.9	-7.3	-6.5	-1.1	-1.0	-6.8
O=C1CCCC2=C1C(c1cccs1)Nc1ccc3ncccc3c12 (configuration not stated)	6.2	-3.4	-4.0	1.7	3.8	1.2	0.1	3.7	-0.5	2.5
Cc1c(NCc2nc3ccccc3[nH]2)c(=O)n(-c2ccccc2)n1C	8.2	-1.4	0.7	-3.3	10.6	-8.2	-0.2	-0.4	-8.8	0.7
Cc1cc(C)nc(NC(=NCc2ccc3c(c2)OCO3)NC(=O)Nc2ccccc2)n1	-4.0	-3.0	1.9	2.3	-16.7	1.2	-3.6	-0.4	0.8	4.2
CCCCCCSc1nc(O)c(C2OC(=O)c3c2ccc(OC)c3OC)c(=O)n1CC (configuration not stated)	1.9	-6.3	6.9	0.8	2.4	-2.7	-9.0	2.9	1.4	5.4
CCOC(=O)c1ccc(N2C(=O)CC(N3CCC(C(N)=O)(N4CCCCC4)CC3)C2=O)cc1 (configuration not stated)	0.7	-0.3	-0.8	-1.8	-2.3	-6.2	-2.2	8.4	1.6	-4.2
Cc1ccc(S(=O)(=O)N2CCCN(S(=O)(=O)c3ccc(C(F)(F)F)cc3)CC2)cc1	1.1	-0.3	1.6	-1.2	-1.6	-3.8	-0.7	-1.6	1.2	4.3
CCOC(=O)CCc1c(C)c2ccc3c(c2oc1=O)CN(CCCO)CO3	-3.6	0.2	5.8	-1.0	-0.2	0.3	-6.1	-3.7	-0.1	6.9
CCOC(=O)C1CCCN(c2c(NCCN(C)Cc3ccccc3)c(=O)c2=O)C1 (configuration not stated)	1.4	3.6	3.1	-1.5	-0.4	-4.9	-2.0	-3.7	1.5	-3.8
Cc1cccc(-c2c3c(nc4c2c(=O)n(C)c(=O)n4C)-c2ccccc2C3O)c1 (configuration not stated)	2.7	-3.9	0.8	-1.3	7.2	0.8	3.7	0.1	-1.4	-1.8
Cc1ccc(C)c(S(=O)(=O)N(C)C2(C)CCS(=O)(=O)C2)c1 (configuration not stated)	6.6	5.2	-2.6	0.4	-0.5	5.1	1.8	0.1	-0.5	1.8
CSc1ccc(/C=N/n2c(C)cc(C)cc2=O)cc1	-0.5	0.6	-3.1	1.2	1.6	1.9	2.0	0.8	2.5	-3.9
CCn1c(C)c(C)c2cc(C(=O)NC3CCCCCC3)ccc21	-53.5	-26.9	-2.3	-0.8	-5.5	-0.2	-20.1	-3.2	0.0	-31.0
Oc1cccc(-c2nc3ccccc3s2)c1	-18.6	5.0	4.4	-2.3	-13.7	-11.8	-4.4	1.5	-4.9	-3.2
CC(NC(=O)c1ccc(CS(C)(=O)=O)cc1)C1CC2CCC1C2 (configuration not stated)	1.3	-4.9	-7.7	1.0	-2.2	-0.7	-8.5	6.4	0.2	2.5
CCOC(=O)N1CCN(CC(=O)Nc2cc(OC)c(OC)cc2C#N)CC1	4.6	4.5	-2.2	-0.6	3.9	0.2	10.2	1.8	-0.6	6.3

Compound profiles, from the list above. Order of screens: mABHD4 FP | TCR CD3 inh | LEDGF integ inh | PG9 binder | HTRA1 inh | DDE Tn7 FP inh | TDP2 absorb | PRMT1 FP inh | UHRF1 binding | SIAE primary
CN(CCOc1ccccc1)CC(=O)Nc1ccc(Cl)c(S(=O)(=O)N(C)C)c1 is listed with 7.3 | 3.0 | -1.7 | 0.9 | -2.5 | -0.6 | -6.9 | 1.9 | -0.6 | -3.1
CCN(CC)CCCNC(=O)c1[nH]c(C)c(C(=O)NC2CCCCC2)c1C is listed with 7.9 | 7.6 | 0.0 | -0.1 | -2.6 | -4.9 | 13.2 | -0.5 | -2.6 | 9.4
COc1ccccc1C(CC(=O)c1ccccc1)C(=O)c1ccccc1 (configuration not stated) is listed with -18.1 | -0.8 | 3.1 | -0.8 | / | 3.3 | -5.8 | 7.9 | 5.3 | -7.8
CC(NC(=O)c1ccc(CS(C)(=O)=O)cc1)C1CC2CCC1C2 (configuration not stated) is listed with 1.3 | -4.9 | -7.7 | 1.0 | -2.2 | -0.7 | -8.5 | 6.4 | 0.2 | 2.5
